CXCR6 inh: blocks human CXCR6 beta-arrestin recruitment; O00574; CHO-K1 PathHunter CXCR6 beta-arrestin, luminescence; inhibition, % at 20 µM; 0.36% of 360,000 active; in the data active = inhibition above about 34%, passing the limit was not always enough;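 also: antagonist mode with CXCL16 agonist at 10 nM final; 0% = 10 nM CXCL16 with DMSO and 100% = unstimulated wells without agonist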
Target sequence (O00574 whole entry, looked up): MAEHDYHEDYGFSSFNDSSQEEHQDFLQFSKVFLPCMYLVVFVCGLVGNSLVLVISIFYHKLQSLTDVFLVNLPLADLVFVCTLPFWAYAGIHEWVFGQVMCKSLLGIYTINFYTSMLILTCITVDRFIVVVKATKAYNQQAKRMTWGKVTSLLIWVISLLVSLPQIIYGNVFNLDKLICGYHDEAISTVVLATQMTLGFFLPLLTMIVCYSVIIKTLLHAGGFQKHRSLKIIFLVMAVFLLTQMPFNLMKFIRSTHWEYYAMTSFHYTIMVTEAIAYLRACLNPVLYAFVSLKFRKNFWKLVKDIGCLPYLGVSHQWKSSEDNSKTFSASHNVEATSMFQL
The depositor's hits bear a star.

For C[C@@H]1CN([C@@H](C)CO)S(=O)(=O)c2ccc(-c3ccccc3)cc2O[C@@H]1CN(C)Cc1ccccc1C(=O)O the results were CXCR6 inh 8.
For CCN(C(=O)COC(=O)c1cc(C)n(-c2ccc(F)cc2)c1C)C1CCS(=O)(=O)C1 (stereo unspecified) the results were CXCR6 inh 1.
COc1ccc(S(=O)(=O)N2CCOCC2)cc1C(=O)NCc1c(C)nn(Cc2ccccc2)c1C was read as CXCR6 inh 4.
For COc1cccc(-c2cc3nc(NCCOc4ccccc4Cl)n(C)c(=O)c3s2)c1 the results were CXCR6 inh -4.
CC(=O)Nc1cccc(-c2ccnc3c2CC(C)(C(=O)Nc2cccc(Oc4ccccc4)c2)O3)c1 (stereo unspecified) was read as CXCR6 inh 2.
Screening O=C(NCc1ccccn1)[C@@H]1CCCN1C(=O)[C@@H]1CCCN1C(=O)c1cccc(Cl)c1 returned CXCR6 inh -2.
Screening CN(C)c1nc(N)c2nccnc2n1 returned CXCR6 inh 5.
`Cc1c(NC(=O)c2ccc(NS(=O)(=O)c3cccc([N+](=O)[O-])c3)cc2)c(=O)n(-c2ccccc2)n1C` gave CXCR6 inh 5.
Screening C/C=C1\NC(=O)[C@H](C)NC(=O)[C@@H](NC(=O)[C@H](Cc2ccc(O)cc2)NC(=O)[C@@H](NC(=O)/C(C)=C/C)C(C)C)[C@@H](C)OC(=O)[C@H](CCCc2ccc(O)cc2)NC(=O)[C@@H](CCC(=O)OC)NC1=O returned CXCR6 inh -4.
COc1cccc(C2c3c(oc4ccccc4c3=O)C(=O)N2CCCN2CCOCC2)c1OC (stereo unspecified) was read as CXCR6 inh 6.

For reference, some entries already given:
Screening C/C=C1\NC(=O)[C@H](C)NC(=O)[C@@H](NC(=O)[C@H](Cc2ccc(O)cc2)NC(=O)[C@@H](NC(=O)/C(C)=C/C)C(C)C)[C@@H](C)OC(=O)[C@H](CCCc2ccc(O)cc2)NC(=O)[C@@H](CCC(=O)OC)NC1=O returned CXCR6 inh -4.
COc1cccc(C2c3c(oc4ccccc4c3=O)C(=O)N2CCCN2CCOCC2)c1OC (stereo unspecified) was read as CXCR6 inh 6.

Carrying on:
For C=COC(=O)NC1CCc2cc(OC)c(OC)c(OC)c2-c2ccc(SC)c(=O)cc21 (stereo unspecified) the results were CXCR6 inh 2.
Screening CCOC(=O)c1cc2c(c(-c3ccccc3)n1)[C@@H](CCO)N(S(=O)(=O)C(C)(C)C)C2 returned CXCR6 inh 3.
Screening CN1CCN([C@@H]2CS(=O)(=O)N[C@H]2COCc2ccccc2)CC1 returned CXCR6 inh 0.
`Cc1cc(=O)oc2cc(OCC(=O)N/N=C/c3cc([N+](=O)[O-])ccc3O)ccc12` gave CXCR6 inh 18.
CCCCN(C(=O)CCN1C(=O)C2CC=CCC2C1=O)c1c(N)n(CCCC)c(=O)[nH]c1=O (stereo unspecified) was read as CXCR6 inh 7.
`CN(C)CCC1(c2ccccc2)CCN(C)C1=O` (stereo unspecified) gave CXCR6 inh 3.
`Cc1nc(C(F)(F)F)ccc1C(=O)N1CCC1(C)C(=O)NS(=O)(=O)c1ccccc1Cl` (stereo unspecified) gave CXCR6 inh -4.
For NC(=O)c1ncn([C@@H]2O[C@H](CNCc3ccc(OCC(=O)Nc4ccccn4)cc3)[C@@H](O)[C@H]2O)n1 the results were CXCR6 inh 7.
For CCN1C(=O)C(C)C=C(C)C=C1C (stereo unspecified) the results were CXCR6 inh -1.
For CC(C)(CCC(=S)N1CCOCC1)c1ccccc1 the results were CXCR6 inh 2.
For Cc1ccccc1-c1cc2nc(NCCN3CCCC3)n(C)c(=O)c2s1 the results were CXCR6 inh -7.
Screening CCSC(=O)N1c2ccc(OC)cc2C=CC1C#N (stereo unspecified) returned CXCR6 inh -2.
For CN1CCN(C(c2ccccc2)c2nnnn2C(C)(C)C)CC1 (stereo unspecified) the results were CXCR6 inh -1.
For CCOC(=O)C1=C(C)OC(=Cc2ccccc2)C1=O the results were CXCR6 inh 8.
For C[C@@H]1CN([C@@H](C)CO)C(=O)c2cc(-c3cccnc3)cnc2O[C@H]1CN(C)C(=O)c1cccc(F)c1 the results were CXCR6 inh -4.
For Cn1c(=O)c2cc(NC(=O)NCCc3ccccc3)ccc2n1Cc1ccccc1 the results were CXCR6 inh -23.
CC(=NNC(=S)N1CCCCCC1)c1ccccn1 was read as CXCR6 inh 20.
`O=C(CCSC1=NCCCN1)c1ccc(F)cc1` gave CXCR6 inh 13.
`CC(C)(C)OC(=O)N1CCCN(C(c2ccnc3ccccc23)c2nnnn2-c2ccc3c(c2)OCCO3)CC1` (stereo unspecified) gave CXCR6 inh 13.
Screening O=C1c2ccccc2C(O)(c2ccccc2)N1c1ccc([N+](=O)[O-])cc1Cl (stereo unspecified) returned CXCR6 inh 13.
CN(C)C1CN(Cc2cn(Cc3cccc(Cl)c3)nn2)S(=O)(=O)C1 (stereo unspecified) was read as CXCR6 inh 0.
`Cc1cn(CC(=O)N(C)Cc2ccco2)c(=O)[nH]c1=O` gave CXCR6 inh 2.
Cc1ccc(S(=O)(=O)NC(=O)C2(C)CCN2C(=O)C2(c3ccc(Cl)cc3)CC2)nc1 (stereo unspecified) was read as CXCR6 inh 0.
Screening CC(C)CCOc1ncnc2c1sc1nc3c(cc12)CSC(C)(C)C3 returned CXCR6 inh 2.
Screening C#CCN(C[C@@H]1[C@@H](OC(=O)NC2CC2)[C@@H](OC(=O)NC2CC2)Cn2c(=O)ccc(=O)n21)S(=O)(=O)c1ccc(C)cc1 returned CXCR6 inh -2.
COc1ccccc1CNC(=O)C[C@@H]1C[C@H]2c3cc(N(C)C)ccc3O[C@H]2[C@H](CO)O1 was read as CXCR6 inh -3.
For O=C(CN1CCN(C(=O)CNC(=O)c2ccc(N3CCCC3=O)cc2)CC1)Nc1cccc(F)c1 the results were CXCR6 inh -2.
CN(Cc1ccc(Cl)cc1)C(C(=O)NC1CCCCC1)c1cc2ccccc2o1 (stereo unspecified) was read as CXCR6 inh 5.
For CCOc1ccccc1N1CCN(CC(=O)Nc2nccs2)CC1 the results were CXCR6 inh 0.
`N#Cc1ccc(NN=Nc2ccccc2C#N)cc1` gave CXCR6 inh -14.
Screening CC(C)(C)S(=O)N1Cc2cc(=O)n(Cc3ccccc3)c(CCO)c2[C@@H]1CCO (stereo partly specified) returned CXCR6 inh 2.
For NC(c1csc(NC(=O)Nc2cccc(Cl)c2)n1)c1ccccc1Cl (stereo unspecified) the results were CXCR6 inh 3.
CCOC(=O)C1(C)CCN1C(=O)c1ccc(N(C)C)cc1 (stereo unspecified) was read as CXCR6 inh -8.
For NNC(=O)c1nnsc1-c1csnn1 the results were CXCR6 inh -10.
Cc1nc2c(OCc3ccc(F)c(F)c3)cccn2c1N(C)C(=O)CCC1CCCC1 was read as CXCR6 inh 5.
`COc1cccc(NC(=O)C2(C)CCN2Cc2ccc(SC)cc2)c1` (stereo unspecified) gave CXCR6 inh 2.
CCN(C(=S)Nc1cccc2ccccc12)c1ccccc1 was read as CXCR6 inh -1.
CCOC(=O)C1=NN(C(=O)Cc2ccccc2)C(O)(C(C)(C)C)C1 (stereo unspecified) was read as CXCR6 inh 5.
`Cc1cc(C)cc(Cn2cc(CN3CC(N4CCSCC4)CS3(=O)=O)nn2)c1` (stereo unspecified) gave CXCR6 inh -4.
CC[C@H](C)[C@H](NC(=O)OCc1ccccc1)C(=O)OCC(=O)N1CCN(c2ccc(OC)cc2)CC1 was read as CXCR6 inh 3.
Screening O=C(NCc1cccs1)c1ccc2sc(C3=C[C@@H](O)[C@@H](O)[C@@H](CO)O3)nc2c1 returned CXCR6 inh 4.
`CC(C)CN1CCN(C(=O)COC(=O)c2ccc(S(C)(=O)=O)c([N+](=O)[O-])c2)CC1` gave CXCR6 inh 3.
Screening CCOC(=O)C1(C)CCCN(C(=O)c2ccc(N(C)C)cc2)C1 (stereo unspecified) returned CXCR6 inh 3.
For CCN(c1ccc(NC(=O)COC(=O)C2CCN(c3ccc(C(F)(F)F)cn3)CC2)cc1)C(C)C the results were CXCR6 inh -5.
For COc1ccc(CN2C(=O)C(CC(=O)NCc3cccc4ccccc34)CC(C(=O)N3CCOCC3)=C2C)cc1 (stereo unspecified) the results were CXCR6 inh -4.
`C=CCn1c(C)cc(-c2csc(NC)n2)c1C` gave CXCR6 inh 9.
For O=S1(=O)CCN(CCCc2ccccc2)CC1 the results were CXCR6 inh 0.
CCN(CC)S(=O)(=O)c1ccc(C(O)=C(C#N)c2nc3ccccc3n2C)cc1 was read as CXCR6 inh 2.
Screening OC[C@@H]1CN(Cc2ccc(Cl)cc2)C[C@H](n2cnc3c(NC4CCC4)ncnc32)O1 returned CXCR6 inh 4.
For CNS(=O)(=O)c1ccc(CCC(=O)N2CCOCC2)cc1 the results were CXCR6 inh -7.
CCCCCCN1C[C@H](O)[C@@H](n2cc(C3CC3)nn2)C[C@@H]1c1ccc(OC)cc1 was read as CXCR6 inh 3.
For COCCN1C(=O)c2ccccc2C1c1nnnn1-c1ccc2c(c1)OCCO2 (stereo unspecified) the results were CXCR6 inh -15.
`Cc1ccc(F)cc1C(=O)N1CCCCC1c1cc(C(=O)NC(C)C)no1` (stereo unspecified) gave CXCR6 inh -1.
Screening CCOC(=O)CCCCCC(=O)Nc1ccc2c(c1)C(=O)N([C@H](C)CO)C[C@H](C)[C@@H](CN(C)C(=O)Nc1ccccc1)OCCCC[C@@H](C)O2 returned CXCR6 inh 1.
For Cc1ccc(F)cc1-c1nc(NCC2CC2)nc2ccsc12 the results were CXCR6 inh 8.
`O=C(NN=Cc1ccccc1Cl)c1ccccc1` gave CXCR6 inh 2.
`COc1ccc(C(=O)N2CCN(S(=O)(=O)c3ccc(Cl)cc3)CC2)cc1S(=O)(=O)N1CCOCC1` gave CXCR6 inh 6.
`COc1cccc(NC(=O)Nc2nnc([C@@H]3C[C@H](O)[C@@H](CO)O3)s2)c1` gave CXCR6 inh -5.
For CC1(C(=O)NS(=O)(=O)C2CC2)CCCN(C(=O)c2ccc3c(c2)OCO3)C1 (stereo unspecified) the results were CXCR6 inh -6.
For C#CCOCCOCCOCCNc1nc(N2CCN(C(=O)Cn3cc(CC(C)O)nn3)CC2)nc(N2CCN(C(=O)[C@H](CCCCN)n3cc(CC(C)O)nn3)CC2)n1 (stereo partly specified) the results were CXCR6 inh 2.
Screening O=C1NC[C@@H](CCCCN2CCN(CCc3ccccc3)C(=O)C2=O)N(Cc2ccccc2)C1=O returned CXCR6 inh 7.
For Cc1ccccc1-c1ccc(CN2C(C(C)C)C(=O)N(Cc3cn(CCC4OCCO4)nn3)CCS2(=O)=O)cc1 (stereo unspecified) the results were CXCR6 inh -10.
CC1C(=O)N(Cc2cn(CCC3OCCCO3)nn2)CCS(=O)(=O)N1Cc1ccc(-c2cccc(CO)c2)cc1 (stereo unspecified) was read as CXCR6 inh -2.
CC(C)(C)NC(=O)C1c2ccccc2OCC(=O)N1CC(F)(F)F (stereo unspecified) was read as CXCR6 inh 0.
Cc1cc2nc(-c3cccc(Br)c3)c(Cc3ccsc3)n2c(C)c1Br was read as CXCR6 inh 11.
CN1CCCC1(C)C(=O)NCc1ccc(F)cc1Cl (stereo unspecified) was read as CXCR6 inh -7.
`COC(=O)c1sc(NC(=O)c2ccoc2C)nc1C` gave CXCR6 inh 0.
CCN1CCCC1CNC(=O)Cn1cc(C)c(=O)[nH]c1=O (stereo unspecified) was read as CXCR6 inh -5.
`Cc1ccc(C(O)c2ncc(-c3ccccc3Cl)[nH]2)cc1F` (stereo unspecified) gave CXCR6 inh -8.
For CC[C@]1(C(=O)OC)[C@H]2C(=O)N(C)C(=O)[C@H]2[C@H]2CN=C(SC)N21 the results were CXCR6 inh 0.
For CCCCCCC=C1CCC(CN2CCCC2)C1=O (stereo unspecified) the results were CXCR6 inh 22.
`COc1ccc2[nH]cc(CCNC(=O)/C=C/[C@H]3O[C@@H](n4cnc5c(NC(=O)c6ccccc6)ncnc54)[C@H](O)[C@@H]3O)c2c1` gave CXCR6 inh -7.
`CCc1nc2c(OCCOc3ccc(F)cc3)cccn2c1N(C)C(=O)c1cccs1` gave CXCR6 inh 1.
For Fc1ccccc1CSc1ncnc2c1ncn2C1CCCCO1 (stereo unspecified) the results were CXCR6 inh 1.
`O=C(NCc1ccc(Cl)c(Cl)c1)c1cc(C2CCCCN2C(=O)C2CCCCC2)on1` (stereo unspecified) gave CXCR6 inh 12.

Structures from the list above with a Cl atom:
For COc1cccc(-c2cc3nc(NCCOc4ccccc4Cl)n(C)c(=O)c3s2)c1 the results were CXCR6 inh -4.
Screening O=C(NCc1ccccn1)[C@@H]1CCCN1C(=O)[C@@H]1CCCN1C(=O)c1cccc(Cl)c1 returned CXCR6 inh -2.
`Cc1nc(C(F)(F)F)ccc1C(=O)N1CCC1(C)C(=O)NS(=O)(=O)c1ccccc1Cl` (stereo unspecified) gave CXCR6 inh -4.
Screening O=C1c2ccccc2C(O)(c2ccccc2)N1c1ccc([N+](=O)[O-])cc1Cl (stereo unspecified) returned CXCR6 inh 13.
CN(C)C1CN(Cc2cn(Cc3cccc(Cl)c3)nn2)S(=O)(=O)C1 (stereo unspecified) was read as CXCR6 inh 0.
Cc1ccc(S(=O)(=O)NC(=O)C2(C)CCN2C(=O)C2(c3ccc(Cl)cc3)CC2)nc1 (stereo unspecified) was read as CXCR6 inh 0.
CN(Cc1ccc(Cl)cc1)C(C(=O)NC1CCCCC1)c1cc2ccccc2o1 (stereo unspecified) was read as CXCR6 inh 5.
For NC(c1csc(NC(=O)Nc2cccc(Cl)c2)n1)c1ccccc1Cl (stereo unspecified) the results were CXCR6 inh 3.
Screening OC[C@@H]1CN(Cc2ccc(Cl)cc2)C[C@H](n2cnc3c(NC4CCC4)ncnc32)O1 returned CXCR6 inh 4.
`O=C(NN=Cc1ccccc1Cl)c1ccccc1` gave CXCR6 inh 2.
`COc1ccc(C(=O)N2CCN(S(=O)(=O)c3ccc(Cl)cc3)CC2)cc1S(=O)(=O)N1CCOCC1` gave CXCR6 inh 6.
CN1CCCC1(C)C(=O)NCc1ccc(F)cc1Cl (stereo unspecified) was read as CXCR6 inh -7.
`Cc1ccc(C(O)c2ncc(-c3ccccc3Cl)[nH]2)cc1F` (stereo unspecified) gave CXCR6 inh -8.
`O=C(NCc1ccc(Cl)c(Cl)c1)c1cc(C2CCCCN2C(=O)C2CCCCC2)on1` (stereo unspecified) gave CXCR6 inh 12.

An excerpt, so the mix of outcomes need not match the whole.
